MPTP block = permeability transition pore inhibition | isolated mouse mitochondria, Ca2+ swelling absorbance, 30 min | inhibition, % at 10 µM | actives 1.4% (n = 360,000) | AID 602449;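 active = inhibition of 50% or more, scaled per plate between neutral and stimulator controls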;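 note: 0% = DMSO wells given calcium and 100% = 1 mM EGTA wells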
An asterisk follows results filed as active. Only part of the results is shown; count on the stated rates, not on these rows.

Structure | MPTP block
CN(Cc1cnn(-c2ccc(F)cc2)c1)C(=O)[C@H]1O[C@@H](n2ccc(N)nc2=O)[C@H](O)[C@@H]1O | 0.9
C[C@H]1CN([C@@H](C)CO)S(=O)(=O)c2ccc(C3=CCCC3)cc2O[C@@H]1CN(C)C(=O)C1CCCCC1 | -0.4
CCCCN1C(=O)C(CC(=O)NCc2cccs2)CC(C(=O)N(CC)CC)=C1C (stereo unspecified) | 0.1
COC(=O)[C@]1(Sc2ccccc2)CC(=O)N[C@@H]1c1ccccc1 | 0.6
O=C1OC(c2cccs2)Sc2ccccc21 (stereo unspecified) | -1.2
Cc1ccc(-c2ccc(CN3C(C)C(=O)N(Cc4cn(Cc5ccco5)nn4)CCS3(=O)=O)cc2)c(C)c1 (stereo unspecified) | -3.8
CCN1C(=O)[C@H]2[C@@H](c3ccc(C)cc3)N[C@]3(CCCN(CCC(C)C)C3=O)[C@H]2C1=O | 0.9
Cc1cc(C)n2c(NC3CCCCC3)c(CC(C)C)nc2n1 | 0.9
O=C(O)c1ccc(O)c2ncccc12 | -1.2
CCOC1=C2[C@@H](CN(S(=O)(=O)c3ccc(C)cc3)[C@H]2c2ccccc2Cl)[C@H]2C(=O)N(C)C(=O)[C@H]2C1 | 0.8

(continued)
Structure | MPTP block
NS(=O)(=O)c1ccc(N2N=C(c3ccccc3)CC2c2ccc(Br)cc2)cc1 (stereo unspecified) | -0.6
COc1ccc(CC(N)c2csc(Nc3cccc(OC)n3)n2)cc1 (stereo unspecified) | 1.9
CC(C)(C)c1ccc(S(=O)(=O)NCCN2CCOCC2)cc1 | 0.1
Cc1ccc(C(=O)Nc2nnc(COCCO)s2)cc1 | 0.6
COc1ccc(NC(=O)C2Cc3c(-c4ccc(Cl)cc4)ccnc3O2)cc1OC (stereo unspecified) | 70*
CC(C)C[C@H]1CNC(=S)N1C[C@H]1CCCN1C[C@H](Cc1ccc(O)cc1)N1C[C@H](CC(C)C)N(CCc2ccccc2)C1=S | -0.5
C[C@@H]1CN([C@H](C)CO)C(=O)CCCn2cc(nn2)CO[C@H]1CN(C)C(=O)Nc1ccc(C(F)(F)F)cc1 | 3.7
CCNC(=O)C1(C)CCN(C(=O)c2ccc(-c3ccccc3)cc2)C1 (stereo unspecified) | -0.5
C=C(C)Cn1c2ccc(NC(=O)CCc3cccnc3)cc2c(=O)n1C | 1.1
CCCCNC(=O)c1cc2nc(-c3ccc(OC)cc3)cc(C(F)(F)F)n2n1 | 0.5

(listing goes on)
Structure | MPTP block
CC(=O)Oc1ccc(OC(C)=O)c2c1CC1(C)OC1(C)C2 (stereo unspecified) | 0.4
C=CCOC(=O)Nc1nc(CCNC(=O)OC(C)(C)C)c(C(=O)O)s1 | 0.0
O=C(Nc1ccc2ccccc2c1)C(c1ccc(C(F)(F)F)cc1)n1c(=O)c(-c2cc3ccccc3[nH]2)nc2ccccc21 (stereo unspecified) | 3.5
Cc1ccc(Cc2c(-c3ccccc3)nc3c(Cl)cc(C(F)(F)F)cn23)cc1 | 1.7
O=C(NCC1CC1)c1csc([C@@H]2O[C@H](CO)[C@H](O)[C@H](O)[C@H]2O)n1 | -1.7
CN(C)CCNc1ncnc2c1ncn2[C@H]1CN(Cc2ccc(-c3ccccc3)cc2)C[C@@H](CO)O1 | -3.0
CCOc1ccc(N(CC(=O)Nc2c(C)cc(C)cc2C)C2=NC3CS(=O)(=O)CC3S2)cc1 (stereo unspecified) | -1.4
Cc1cc2nc(-c3cccc(Br)c3)c(CC3CCCCC3)n2c(C)c1Br | 2.6
O=C(OC1CC2CC1[C@H]1CCCCN1C2=O)N1CCOCC1 (stereo partly specified) | -3.0
O=C(Nc1ccc(S(=O)(=O)N2CCCC2)cc1)C1CC(=O)N(CCc2ccccc2)C1 (stereo unspecified) | 0.8

Continued.
Structure | MPTP block
COC(=O)[C@@]12C[C@@H](CC(=O)NCc3cccc(C(F)(F)F)c3)C(=O)N(Cc3cccc4ccccc34)C1=CCC(C)(C)C2 | 0.8
C[C@H]1CN([C@@H](C)CO)C(=O)CCCn2nncc2CO[C@@H]1CN(C)C(=O)Nc1ccc2c(c1)OCO2 | -0.2
C[C@@H]1CCCCO[C@H](CN(C)C(=O)Cc2ccccc2)[C@@H](C)CN([C@H](C)CO)C(=O)c2cc(N(C)C)ccc2O1 | -0.8
COc1ccc(OC)c(NC(=O)C2(C)CCN2C(=O)Cc2ccc(Cl)cc2Cl)c1 (stereo unspecified) | -0.2
NC(=O)C(NN=C(c1ccccc1)c1ccccc1)c1ccccc1 (stereo unspecified) | 0.5
COc1ccc(CN(C)C[C@@H]2OCCCC[C@H](C)Oc3ccc(NC(=O)Cc4ccccc4)cc3C(=O)N([C@@H](C)CO)C[C@@H]2C)cc1 | 0.0
Cc1c(C(=O)NCc2ccccc2C(F)(F)F)sc(=O)n1Cc1ccc(F)cc1 | -0.8
CC(=O)Nc1ccc(CC(=O)Nc2ccc3c(c2)OC2(CCCC2)O3)cc1 | 1.3
O=C(CCNC(=O)N1CC(=O)Nc2ccccc21)NCc1ccc(Cl)cc1 | -1.0
Cc1ccc(/C(N)=N/OC(=O)COc2cccc3ccccc23)cc1 | -0.8

Continued.
Structure | MPTP block
O=C(NCC1CC1)c1cc2c(c(-c3cccc(-c4ccccc4F)c3)n1)[C@H](CCO)N(C(=O)CC1CC1)C2 | -2.1
COc1cccc(-c2cnc3c(NC=O)cc(-c4cc(C)c(O)c(C)c4)cn23)c1 | -1.1
COc1ccc(/C=C/C(=O)OCC(=O)N2c3ccccc3CC2C)cc1 (stereo unspecified) | -0.3
COc1ccc(CN2C(=O)C(CC(=O)NCc3ccco3)CC(C(=O)N3CCOCC3)=C2C)cc1 (stereo unspecified) | -0.7
COc1ccc([C@H]2N[C@]3(CCCN(Cc4cccn4C)C3=O)[C@H]3C(=O)N(C)C(=O)[C@@H]23)cc1 | -2.8
Cc1ccc(S(=O)(=O)NN=Cc2ccco2)cc1 | -0.1
O=C(Nc1ccc(F)cc1)c1cnccn1 | 1.9
COc1ccccc1CNc1nc(NCc2cnc(C)cn2)c2sccc2n1 | -0.8
CCc1nc2ccc(C(=O)NCCCn3ccnc3)cn2c1N(CC)CCOC | -1.7
COc1ccc(-c2oc3c(c2C#CC2(O)CCCCC2)C(OC)CCC3)cc1 (stereo unspecified) | -0.9

Carrying on.
Structure | MPTP block
COc1ccc(-c2nc3ccc(Br)cn3c2Cc2ccsc2)cc1OC | -0.2
CCOC(=O)c1ccc(NC(=O)c2nc[nH]c2C(=O)N(C)CCO)cc1 | 1.0
CC1(C(=O)NS(=O)(=O)c2ccc(F)cc2F)CCN1C(=O)c1ccccc1CCc1ccccc1 (stereo unspecified) | 1.0
COc1ccc(CN2CCC[C@]3(N[C@H](c4ccc(C)cc4)[C@@H]4C(=O)N(C)C(=O)[C@@H]43)C2=O)cc1 | 0.1
CCOC(=O)[C@]12CCCC=C1N(Cc1ccccc1)C(=O)[C@H](CC(=O)NCc1ccc(C)o1)C2 | 1.7
CC(C)C[C@H]1CN([C@@H](Cc2ccc(O)cc2)CN2CCCC2CN2C(=S)NC[C@@H]2Cc2ccccc2)C(=S)N1CC1CCCCC1 (stereo partly specified) | 1.4
COc1ccc(Cc2c(C3CCCCC3)nc3ccc(Br)cn23)c(C)c1 | -0.6
COc1ccc(-c2csc(NC(=O)CS(=O)(=O)c3ccccc3)n2)c(OC)c1 | -0.2
OC(c1ccc2ccccc2c1)c1ncc(-c2ccc(C(F)(F)F)cc2)[nH]1 (stereo unspecified) | 5.3
OCCN1CCN(c2ncnc3c2ncn3[C@H]2CN(Cc3cccs3)C[C@@H](CO)O2)CC1 | 57*

Remaining list, next part
Structure | MPTP block
COc1ccc(C(=O)N2CCCCC2c2cc(C(=O)NCc3cccnc3)no2)cc1 (stereo unspecified) | -2.0
CC(C)NC(=O)N1Cc2cc(C(=O)NCC(F)(F)F)nc(-c3cccc(-c4cc5ccccc5o4)c3)c2[C@@H]1CCO | -1.5
CN1CCC(N2CCN(C3CN(Cc4ccccc4)S(=O)(=O)C3)CC2)CC1 (stereo unspecified) | -0.4
COc1cc(NC(=O)Nc2nc(C(N)Cc3ccc(C(F)(F)F)cc3)cs2)cc(OC)c1OC (stereo unspecified) | 3.9
CCCCN(C=O)c1c(CC)nc2ccc(C(=O)Nc3cc(-c4ccccc4)ccc3OC)cn12 | -1.4
CC1(c2nc3ccccc3[nH]2)c2ccccc2C(=O)N1C1CC1 (stereo unspecified) | -1.5
O=C(Nc1ccc(F)c(Cl)c1)c1cc(C2CCCCN2C(=O)C2CC2)on1 (stereo unspecified) | -0.1
CN(C)CCNC(=O)c1cccc(-c2cnc3c(NC=O)cc(-c4cccs4)cn23)c1 | 1.2
COc1ccc(NC(=O)C2Cc3c(-c4ccc(NC(C)=O)cc4)ccnc3O2)cc1 (stereo unspecified) | 0.0
NC(c1csc(NC(=O)Nc2ccccc2Cl)n1)C1CCCCC1 (stereo unspecified) | 3.7

Remaining list, next part.
Structure | MPTP block
Cc1csc(N=Cc2ccc([N+](=O)[O-])o2)n1 | 2.0
O=S1(=O)CC(N2CCN(CCO)CC2)CN1Cc1ccccc1 (stereo unspecified) | -2.7
C[C@H]1COc2cc(N(C)CCO)ccc2S(=O)(=O)N1 | -2.1
Cc1ccc(NC(=O)C2(C)CCN2C(=O)Cc2cc(F)ccc2F)cc1 (stereo unspecified) | -1.7
Cc1ccc2nc3n(c(=O)c2c1)-c1cc2ccccc2cc1C(=O)NC3CC(C)C (stereo unspecified) | -0.6
C[C@H]1CN([C@@H](C)CO)S(=O)(=O)c2ccc(C#Cc3ccccn3)cc2O[C@@H]1CN(C)C(=O)C1CC1 | -1.3
COC(=O)c1sccc1S(=O)(=O)Nc1ccc(C(O)(C(F)(F)F)C(F)(F)F)cc1 | 0.1
CCN(CC)CCn1c(=S)[nH]c2cc(C(=O)NCCc3ccc(OC)c(OC)c3)ccc2c1=O | -0.5
CC(OC(=O)c1nc(Cl)ccc1Cl)C(=O)NCc1ccccc1 (stereo unspecified) | -1.7
COc1ccc(-c2nc3ccc(Br)cn3c2Cc2cccc(F)c2)cc1OC | 0.5

3 of the entries above in order of the MPTP block value, high to low:
Structure | MPTP block
COc1ccc(-c2nc3ccc(Br)cn3c2Cc2cccc(F)c2)cc1OC | 0.5
C[C@H]1CN([C@@H](C)CO)S(=O)(=O)c2ccc(C#Cc3ccccn3)cc2O[C@@H]1CN(C)C(=O)C1CC1 | -1.3
Cc1ccc(NC(=O)C2(C)CCN2C(=O)Cc2cc(F)ccc2F)cc1 (stereo unspecified) | -1.7

Later entries:
Structure | MPTP block
CCCCOCCCNC(=O)C[C@@H]1C[C@@]2(C(=O)OCC)CCCC=C2N(CCC2=CCCCC2)C1=O | -0.5
COc1ccc(NC(=O)C[C@H]2C(=O)N(C3CCCCC3)C[C@@H]2CSC)cc1 | 0.7
CC(=O)Nc1cc(-c2cccc(C(=O)NCCO)c2)cn2c(-c3cccc(C(F)(F)F)c3)cnc12 | -1.1
CC(C)(C)c1ccc(C(O)c2ncc(-c3ccccc3)[nH]2)cc1 (stereo unspecified) | 2.5
O=C(CNc1cc(S(=O)(=O)N2CCOCC2)ccc1N1CCCC1)Nc1ccc(Cl)cc1F | 1.4
COc1cc(C=C2NC(=O)NC2=O)ccc1O | -0.3
CNC(=O)C[C@H]1C(=O)N(c2ccccc2)C[C@@H]1CSC | -1.2
CC(=O)N1CCCc2cc(S(=O)(=O)N(C)CC(=O)Nc3ccccc3)ccc21 | -0.8
Fc1cccc(Cc2c(-c3cccc(Cl)c3)nc3ccc(Cl)cn23)c1 | 1.3
CCCCn1nnnc1C(c1ccccc1)N1CCN(c2cccc(C(F)(F)F)n2)CC1 (stereo unspecified) | 1.5

Four of these compounds in another layout:
MPTP block,SMILES
-0.2,COc1ccc(-c2nc3ccc(Br)cn3c2Cc2ccsc2)cc1OC
1.0,CCOC(=O)c1ccc(NC(=O)c2nc[nH]c2C(=O)N(C)CCO)cc1
1.0,CC1(C(=O)NS(=O)(=O)c2ccc(F)cc2F)CCN1C(=O)c1ccccc1CCc1ccccc1 (stereo unspecified)
0.1,COc1ccc(CN2CCC[C@]3(N[C@H](c4ccc(C)cc4)[C@@H]4C(=O)N(C)C(=O)[C@@H]43)C2=O)cc1

Going on with the list.
Structure | MPTP block
O=C1C=C(OCCF)CC(c2ccc(Br)cc2)O1 (stereo unspecified) | 1.4
C[C@@H]1CN([C@@H](C)CO)C(=O)CCCn2nncc2CO[C@H]1CN(C)S(C)(=O)=O | -0.3
CC1(C(=O)NS(=O)(=O)c2ccc(Cl)cc2)CCN1C(=O)c1ccccc1CCc1ccccc1 (stereo unspecified) | 2.9
Cc1ccc(C(O)c2ncc(-c3ccccc3C(F)(F)F)[nH]2)cc1F (stereo unspecified) | 4.6
O=C(NCc1ccc(C(F)(F)F)cc1)c1cccc2c(-c3cccnc3)coc12 | 3.7
CN(C)c1nc(N)nc2c1ncn2C1OC(CO)CC1O (stereo unspecified) | -0.5
CCOC1=C2[C@@H](CN(S(=O)(=O)c3ccc(C)cc3)[C@H]2c2ccccc2F)[C@H]2C(=O)NC(=O)[C@H]2C1 | 0.2
O=C(O)C(=Cc1ccnc2ccccc12)C(=O)O | -0.8
CN(C)c1ncnc2c1ncn2[C@H]1CN(Cc2ccncc2)C[C@@H](CO)O1 | -1.6
Cc1cc2nc(-c3ccccc3)c(Cc3ccccc3)n2c(C)c1Br | -1.4

(continued)
Structure | MPTP block
O=S(=O)(c1ccc(F)cc1)c1nc(-c2ccco2)oc1NCCCn1ccnc1 | -0.2
CCC/C(C)=C/c1ccc(CC)cn1 | -0.3
Cc1ccc(C(=O)N(Cc2nnc(-c3ccccc3Cl)o2)C2CC2)o1 | 0.2
CC1(C(=O)N2CCCCC2)CCN1C(=O)C1(c2ccccc2)CC1 (stereo unspecified) | 2.1
Cc1cc(C)c(C(O)c2ncc(-c3ccccc3F)[nH]2)c(C)c1 (stereo unspecified) | 1.7
Cc1oc(-c2ccccc2)nc1C(=O)OCC(=O)NCc1ccc(F)cc1 | -0.3
CC1(C(=O)NS(=O)(=O)C2CC2)CCN(C(=O)c2ccccc2F)C1 (stereo unspecified) | 0.2
O=c1[nH][nH]c2c1[C@H](c1ccccc1)O[C@H](C1CCCCC1)C2 | -2.7
